Compound activity deposited in PubChem BioAssay by several laboratories.
UBC9 SUMO inh: inhibitors of human SUMOylation (UBC9); P63279; HTRF SUMOylation assay, SAE1/SAE2 + UBC9, in vitro; inhibition, % at 35 µM; hit rate 0.36% among 290,000; in the data active = inhibition above about 50%, passing the limit was not always enough; note: strong numbers were not always called active
GalR3 antagonist: human GalR3 antagonism; O60755; HEK293 GalR3-CNG cAMP membrane potential fluorescence; galR3 body fused to GalR1 C-terminus; inhibition, % at 3 µM; hit rate 0.44% among 360,000; AID 651719;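 active = inhibition above the screen-wide average plus 3 SD, cut at about 13% in these data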;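 note: forskolin and galanin both at EC90 stimulate the cells; cAMP rise reported by CNG channel membrane potential dye signal; 0% = forskolin plus galanin with DMSO and 100% = forskolin alone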
Target sequence (O60755 1-299 limits assumed): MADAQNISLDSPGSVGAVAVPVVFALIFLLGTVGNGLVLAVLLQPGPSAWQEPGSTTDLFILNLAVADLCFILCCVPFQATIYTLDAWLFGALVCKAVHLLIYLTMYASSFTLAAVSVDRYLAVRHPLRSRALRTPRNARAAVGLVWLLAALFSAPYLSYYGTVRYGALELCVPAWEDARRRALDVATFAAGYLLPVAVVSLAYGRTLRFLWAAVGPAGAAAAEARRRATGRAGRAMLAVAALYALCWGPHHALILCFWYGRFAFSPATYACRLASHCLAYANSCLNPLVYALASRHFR
DNA FID counter: displaces DNA intercalator in HCV helicase counter-screen; inhibition, % at 7.9 µM; DNA fluorescent intercalator displacement, fluorescence; hit rate 0.17% among 290,000; in the data active = inhibition above about 37%;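 note: 0% = vehicle and 100% = reference compound; higher means more ethidium bromide displaced from hairpin DNA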
MEKK3 PB1 HTS: modulators (inhibitors or enhancers) of MEK5 binding to human MEKK3 PB1 domain | bead-based flow cytometry, Alexa488-MEK5 binding to MEKK3; actives lie on both sides; 0 = blocked by unlabeled MEK5, 100 = vehicle | hit rate 1.4% among 290,000 | binding response (% of control), % at 10 µM | Q99759;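 active = binding response more than 3 SD above or below the average of its plate-row segment, actives on both sides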;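 note: Alexa488 bead fluorescence after subtracting the streptavidin-only scavenger bead signal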
Target sequence (Q99759 whole entry, looked up, the tested form may be a part): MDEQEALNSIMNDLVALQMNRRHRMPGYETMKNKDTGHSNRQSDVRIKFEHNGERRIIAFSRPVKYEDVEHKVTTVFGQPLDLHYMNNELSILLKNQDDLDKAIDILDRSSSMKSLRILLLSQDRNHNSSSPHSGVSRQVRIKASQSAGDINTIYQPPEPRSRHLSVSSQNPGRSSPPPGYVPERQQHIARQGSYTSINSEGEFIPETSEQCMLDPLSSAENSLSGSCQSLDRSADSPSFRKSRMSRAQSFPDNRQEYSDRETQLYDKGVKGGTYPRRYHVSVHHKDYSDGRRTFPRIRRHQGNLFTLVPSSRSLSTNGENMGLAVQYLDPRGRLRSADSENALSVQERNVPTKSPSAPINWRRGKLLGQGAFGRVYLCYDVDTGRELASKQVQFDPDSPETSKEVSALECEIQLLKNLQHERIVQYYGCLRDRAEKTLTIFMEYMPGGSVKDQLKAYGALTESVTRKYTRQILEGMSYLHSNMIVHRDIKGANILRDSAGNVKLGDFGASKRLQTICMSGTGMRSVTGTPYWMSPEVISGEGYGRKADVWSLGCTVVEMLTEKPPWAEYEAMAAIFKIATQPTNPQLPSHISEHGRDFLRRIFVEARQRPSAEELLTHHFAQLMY
HCV NS3 hel inh: blocks Hepatitis C virus NS3 helicase unwinding; NS3 helicase DNA unwinding, Cy5 molecular beacon fluorescence; inhibition, % at 10.9 µM; hit rate 0.56% among 290,000; AID 1800;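 active = inhibition above the mean of all tested compounds plus 3 SD, set per campaign, cut at about 35% in these data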;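 note: 0% = DMSO wells and 100% = thioflavine S control wells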
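Measured by: Cy5 fluorescence, 0 and 60 min reads / Assay system: NS3 helicase fragment of HCV / Control set: low DMSO, high thioflavine S at 110 µM / Times: 1 h reaction at 25 °C, ATP-initiated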
MEKK2 WT-MEK5: raises or lowers MEK5 binding to wildtype human MEKK2 PB1 domain; Q9Y2U5; bead flow cytometry, Alexa488-MEK5 binding to MEKK2 WT; actives lie on both sides; binding response (% of control), % at 10 µM; hit rate 1.1% among 290,000; AID 1531; in the data active = binding response below about 67% or above about 130%
MEKK2mut PB1 HTS: signal of MEK5 binding to mutant human MEKK2 PB1 domain | hit rate 0.35% among 290,000 | bead flow cytometry, Alexa488-MEK5 binding to MEKK2 mutant | percent response, % at 10 µM; in the data active = percent response above about 24%, passing the limit was not always enough; note: inactives centre near 1; some results filed as inactive read as strong as hits
CRFBP-R2 agonist: agonists of human CRF-binding protein/CRF-R2 receptor complex; hit rate 0.46% among 350,000; HEK293 CRF-R2/CRF-BP, calcium dye fluorescence (FLIPR); percent of saturating CRF peptide response; activation, % at 13.2 µM;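 active = activation of at least 50%, plus an integration ratio under a set limit after plate pattern correction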;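 note: plate controls were neutral control wells without compound for no effect and CRF at EC100 for full effect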
CRFBP-R2 block: blocks CRF-induced signaling of the CRF-BP/CRF-R2 complex; HEK293 CRF-R2/CRF-BP, CRF-induced calcium fluorescence; inhibition, % at 11.8 µM; hit rate 0.59% among 350,000;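 active = inhibition of the ligand-induced calcium signal above about 50% at the single tested concentration, limit read from the data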
An asterisk follows results filed as active; / = not tested or not shown; [ ] = dose if it differs, or a comment.

canonical_smiles,HCV NS3 hel inh,CRFBP-R2 block,MEKK3 PB1 HTS,UBC9 SUMO inh,GalR3 antagonist,MEKK2 WT-MEK5,CRFBP-R2 agonist,MEKK2mut PB1 HTS,DNA FID counter
COc1cc(C)c(N)cc1C(C)C,0,14,98,-9,-1,99,-0.3,2,7
COc1ccc(C(CNC(=O)Cc2ccc(-c3ccccc3)cc2)N(C)C)cc1 (stereo not drawn),-53,-8,102,5,-9,115,-0.7,4,8
CC(C)(C)NC(=O)c1ccc(Sc2ccccc2)c([N+](=O)[O-])c1,-7,26,96,0,6,94,-2.2,-8,-6
O=C(c1ccc(-c2cccc(C(F)(F)F)c2)o1)N1CCN(c2ccccc2O)CC1,-3,-7,100,1,0,101,-1.4,5,-30
OC(c1ccccn1)(c1ccccn1)c1ccccn1,12,-4,92,-10,-2,97,-1.0,-4,-1
COc1ccc(C2C(C#N)=C(N)N(c3sc4c(c3C#N)CCCC4)C3=C2C(=O)CC(C)(C)C3)cc1OC (stereo not drawn),-1,-11,108,0,3,103,6.3,0,-13
Cc1ccc([C@@H]2C3COCC=C3C(C#N)=C(N)C2(C#N)C#N)o1 (stereo partly drawn),-3,13,103,12,-7,103,7.7,0,-6
O=C(Cn1ncc2c3ccccc3n(Cc3ccccc3F)c2c1=O)N1CCN(c2ccccn2)CC1,-26,-39,98,0,/,91,5.4,2,-32
COc1cc(CNCCc2ccccc2F)ccc1OCC(=O)N1CCCCC1,7,1,116,19,-5,108,1.0,-5,9
COc1ccc(C2CCCN2C(=S)Nc2ccccc2C)cc1OC (stereo not drawn),5,13,98,-2,-7,99,1.4,-4,-12
CC1=C(C(=O)Nc2ccccc2)C(c2cccnc2)n2nc(-c3cccnc3)nc2N1 (stereo not drawn),3,8,94,22,-4,94,0.5,-9,-12
O=C(/C=C/c1ccccc1Cl)c1ccccc(=O)c1O,44*,-82,95,23,-11,93,13,-5,-18
COCCNC(=O)[C@H]1C[C@@H]1[C@H](NP(=O)(c1ccccc1)c1ccccc1)c1ccccc1,7,13,96,25,/,94,-2.4,2,-30
COc1ccc(C(=O)C2CCCN(Cc3ccc(C#CCCO)cc3)C2)c(OC)c1 (stereo not drawn),-10,3,102,12,1,101,-1.6,-8,3
CCC(/C=N/NC(=O)CCCCC(=O)N/N=C/C(CC)CC)CC,-1,1,111,3,-3,105,-1.3,0,-7
COc1ccccc1Oc1ccc2c(c1)C(=O)N(CC1CCCO1)C2=O (stereo not drawn),-10,3,99,16,-4,101,0.9,5,-28
CCOc1cccc(CNCCCSc2ncccn2)c1,-12,-8,109,4,-4,126,-0.2,18,4
CCOc1ccc(NC(=O)Cc2c(C(=O)O)n(C)c3ccccc23)cc1,0,6,106,2,-8,106,-1.3,7,-25
CC(C)Oc1ccc(NC(=O)CCC(=O)O)cc1,6,-30,106,3,-5,111,9.1,12,-3
Cc1cccc(NC(=O)N2CCCCCC2)c1C,1,13,101,-8,-2,102,-0.7,3,-5
CC(CC(=O)O)CC(=O)Nc1cc([N+](=O)[O-])ccc1O (stereo not drawn),0,-4,118,0,-4,110,-1.9,-2,-2
Cc1csc(SCC(=O)Nc2ccccc2[N+](=O)[O-])n1,2,-1,78,1,1,85,0.4,-22,2
Fc1ccc(NC(=S)NN=C2CCCCCC2)cc1,2,-9,110,10,0,108,0.5,3,0
CSc1ccccc1C(=O)NC1CCCN(Cc2ccccc2F)C1 (stereo not drawn),6,9,103,7,-7,109,-2.0,3,-3
Cn1ncc2c(Nc3ccc(O)cc3)nc(Cl)nc21,-4,5,106,12,-11,96,-0.1,7,1
COc1cc(C(C)=O)ccc1COc1ccc(C(=O)OC(C)C(=O)NC(N)=O)cc1OC (stereo not drawn),-8,6,102,-8,-6,102,-0.5,1,-26
COc1ccccc1C(C(=O)NC1CCCCC1)N(C(=O)c1csnn1)C1CC1 (stereo not drawn),10,7,101,-6,-10,94,-0.8,0,-38
O=C1CCN(Cc2ccc(O)cc2)CCN1[C@H](CO)Cc1ccccc1,12,-12,100,0,-3,104,0.5,2,-7
COc1ccc(/C=N/NC(=O)c2ccc(CSc3nncn3C)cc2)cc1OC,2,-7,101,15,-5,99,0.3,-1,-15
Cc1cc(C)n(-c2nc3c(c(=O)[nH]c(=O)n3C)n2CC(O)COc2ccc(Cl)cc2Cl)n1 (stereo not drawn),-5,-6,85,-3,-5,100,-0.5,2,-2
COc1ccc(C(c2sc3nc(C)nn3c2O)N2CCC(O)CC2)cc1OC (stereo not drawn),-3,13,100,-23,/,110,-1.6,7,-2
CCN1C(=O)[C@H]2[C@@H](c3ccc(C)cc3)N3C(=O)N(c4ccc(C(F)(F)F)cc4)C(=O)[C@@]3(CC)[C@H]2C1=O,-27,-13,101,30,-7,101,5.5,-1,-33
CCCC(=O)Nc1c(C)nn(C(=O)CCC)c1C,-2,7,101,1,-1,100,0.7,6,-7
NC(=O)NC(=O)COC(=O)c1cccc(S(=O)(=O)N2CCCCCC2)c1,-12,13,109,-4,6,113,0.7,5,-12
O=C1c2ccccc2S(=O)(=O)N1Cc1ccccc1[N+](=O)[O-],0,14,103,15,-9,107,-1.9,13,1
CCOC(=O)C1=C(COc2ccc(F)cc2Cl)NC(=O)NC1c1cc(C)ccc1C (stereo not drawn),-3,-19,108,4,-7,105,-0.1,5,-2
CCN1C(=O)c2ccc(C(=O)O)cc2C1=O,-3,-4,104,14,3,108,0.6,6,-6
COc1ccc(N(CC(=O)Nc2cccc(C)c2C)S(=O)(=O)c2c(C)n[nH]c2C)cc1,-8,15,106,7,-4,104,-1.2,3,-24
CC1CCc2c(sc(NC(=O)CSc3nnc(-c4ccccc4)o3)c2C#N)C1 (stereo not drawn),47*,-18,101,-17,-3,100,5.8,1,-11
COCCN(CCOC)S(=O)(=O)c1ccc(C(=O)Nc2nnc(C3CC3)o2)cc1,3,1,102,0,1,104,-1.0,2,-15
COc1ccc2c(c1)C(=NNC(=O)c1ccccn1)c1cc(OC)ccc1-2,5,34,93,10,0,94,4.5,-1,-5
CC(C)CNC(=O)C(=O)NCC1OCCCN1S(=O)(=O)c1ccc2c(c1)OCCO2 (stereo not drawn),6,-3,107,9,-2,113,0.3,10,-19
CN(C)CC/C=C1\c2cc(F)ccc2CSc2ccccc21,-48,-19,99,-5,-9,112,-0.4,0,8
Cc1cccc(OCC(=O)Nc2ccc(NC(=O)c3ccco3)cc2)c1,-11,-2,100,17,-8,99,0.2,-2,-25
COC(=O)c1ccc(-c2nc(O)c3cnccn23)cc1,-1,-1,100,-7,-3,101,0.0,0,9
O=C(CNc1ccccc1)N/N=C/c1ccc2c(c1)OCO2,-1,-12,135*,-13,-6,104,-1.0,-1,-4
Cc1ccc(NC(=O)c2nnn(CC(=O)Nc3ccc4c(c3)OCO4)c2N)cc1C,-22,-12,104,18,3,99,-1.8,0,-11
COCC1CCCCN1C(=O)c1ccc2oc(CCCc3ccccc3)nc2c1 (stereo not drawn),-5,9,104,7,-3,106,-0.5,5,-39
Cc1cccc(NS(=O)(=O)c2ccc([N+](=O)[O-])cc2)n1,18,0,103,-12,-7,101,-0.5,-1,1
O=C(c1cccnc1)N1N=C(c2cccs2)CC1c1ccc(F)cc1 (stereo not drawn),9,17,86,12,-8,89,-1.4,-9,-19
Cc1cccc(NC(=O)CCS(=O)(=O)c2ccc(Br)cc2)c1,-11,-4,104,5,-7,102,-9.3,4,-12
COc1cc(/C=N/NC(=O)c2ccncc2)cc2c1OCO2,-9,-8,108,0,-5,108,0.1,6,-3
O=C(CN1C(=O)c2cccc3cccc(c23)C1=O)N1CCN(Cc2ccc3c(c2)OCO3)CC1,0,-12,102,3,-4,98,3.1,2,-17
N#Cc1nc(Cc2ccccc2)oc1NCc1cccnc1,-3,19,97,-5,-6,109,-1.1,11,-8
CCOc1ccc(/C(O)=C2\C(=O)C(=O)N(c3cc(C)on3)C2c2ccccc2OC)cc1 (stereo not drawn),11,-12,2.0*[inhibitor],-2,-4,2.0*[inhibitor],-0.1,-31,-44
O=C1c2ccccc2C(Nc2cccc(C(F)(F)F)c2)N1Cc1ccco1 (stereo not drawn),23,14,107,-7,-3,103,-4.0,6,-14
O=C1[C@@H]2[C@H]3CC[C@H](C3)[C@@H]2C(=O)N1O,2,-9,99,18,-4,99,-0.6,-1,-6
CCOc1ccccc1N=Nc1c(C)[nH]n(C(N)=S)c1=O,-14,-7,103,-10,-1,99,-2.1,0,-16
CCN(C(=O)c1c(N)cnn1C)c1ccccc1,4,-4,99,10,0,103,0.0,3,7
CCNC(=O)N1CCCC(C(=O)c2ccc(C(F)(F)F)cc2)C1 (stereo not drawn),-6,-9,104,6,-6,104,-1.2,6,-12

Further structures:
canonical_smiles,HCV NS3 hel inh,CRFBP-R2 block,MEKK3 PB1 HTS,UBC9 SUMO inh,GalR3 antagonist,MEKK2 WT-MEK5,CRFBP-R2 agonist,MEKK2mut PB1 HTS,DNA FID counter
CCCCCn1c(CNC(=O)c2cccs2)nc2ccccc21,1,-26,97,-1,-2,97,-3.6,1,-18
CCCCOc1ccc(N(CC(=O)NC(C)(C)CC)C(=O)CCC(=O)Nc2ccccn2)cc1,-4,-21,95,-7,-1,92,-1.5,-10,-21
Cc1ccc(-c2nc(N3CCOCC3)sc2C(=O)N2CCOCC2)cc1,2,18,102,4,-4,101,1.6,-1,-12
COC(=O)c1ccc(C2NC(=O)NC(C)=C2C(=O)N(C)C)cc1 (stereo not drawn),7,-2,96,7,-2,100,-1.1,-3,0
Cc1ccc([N+](=O)[O-])cc1NC(=O)CSc1nncn1-c1ccccn1,-4,-3,101,6,0,104,0.9,4,0
CCOC(=O)c1c(C)n(C)c2cc(CN(C)C)c(O)c(S(=O)(=O)c3ccccc3)c12,-4,-4,100,12,-5,93,26,-12,8
CCOC(=O)CSc1nnc(COc2ccc3ccccc3c2)o1,-9,-2,105,2,-4,106,-0.5,9,-32
O=C(c1ccccc1)c1cnc(Nc2ccc(Cl)c(Cl)c2)s1,2,0,89,-5,0,86,-0.3,-6,1
CNc1nc2c(c(=O)n(C)c(=O)n2C)n1Cc1ccccc1,-2,-1,96,-10,-8,94,0.9,-5,1

Rewritten with two lines to a compound: part of the list above.
Values run as follows: HCV NS3 hel inh	CRFBP-R2 block	MEKK3 PB1 HTS	UBC9 SUMO inh	GalR3 antagonist	MEKK2 WT-MEK5	CRFBP-R2 agonist	MEKK2mut PB1 HTS	DNA FID counter
> Cc1ccc([N+](=O)[O-])cc1NC(=O)CSc1nncn1-c1ccccn1
  -4	-3	101	6	0	104	0.9	4	0
> CCOC(=O)c1c(C)n(C)c2cc(CN(C)C)c(O)c(S(=O)(=O)c3ccccc3)c12
  -4	-4	100	12	-5	93	26	-12	8
> CCOC(=O)CSc1nnc(COc2ccc3ccccc3c2)o1
  -9	-2	105	2	-4	106	-0.5	9	-32

An excerpt; rates above refer to the full screens.
